Screening results (PubChem BioAssay)
H37Rv inhibition: M. tuberculosis growth inhibition, HTS (AID 449762). M. tuberculosis H37Rv growth inhibition, 7H9 media; higher % means a stronger effect. inhibition, % at 25 µM; hits with a dose series show IC50 in µM. hit rate 0.59% among 330,000; in the data active means a potency from the dose series; inconclusive means inhibition above about 70% without an active follow-up result;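 further: bacterial growth assessed after seven days of incubation; strong numbers were not always called active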
inhibitors of VEEV: inhibitors of VEEV TC-83 cytopathic effect, confirmation, Vero cells (AID 588727); Vero cells, VEEV TC-83 cytopathic effect inhibition; higher % means a stronger effect; one-dose inhibition, % at 20 µM; IC50 in µM for titrated hits; hit rate 0.13% among 350,000; in the data active means a potency from the dose series; inconclusive means inhibition mostly from about 14% at the one dose, without a potency; inactive means the rest, 99 in 100 with inhibition below about 12%; further: strong numbers were not always called active
tuberculosis growth: growth inhibition of non-replicating M. tuberculosis (AID 488890); inhibition, % at 25 µM; hits with a dose series show IC50 in µM; hit rate 0.39% among 320,000; Mycobacterium tuberculosis non-replicating, growth inhibition; higher % means a stronger effect; in the data active means a potency from the dose series; inconclusive means inhibition mostly from about 82% at the one dose, without a potency; inactive means the rest, 99 in 100 with inhibition below about 76%;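 further: plate controls were DMSO cells for no effect and high antibiotic wells for full effect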
Salmonella PhoP GFP: PhoP regulon inhibitors, Salmonella typhi PhoP promoter GFP reporter, confirmatory (AID 1850); Salmonella Typhi PhoP-promoter GFP reporter, fluorescence, 4 h; higher % means a stronger effect; one-dose inhibition, % at 50 µM; IC50 in µM for titrated hits; hit rate 0.33% among 310,000; in the data active means a potency from the dose series; inconclusive means inhibition mostly from about 25% at the one dose, without a potency; inactive means the rest, 99 in 100 with inhibition below about 19%;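 further: 0% = induced wells with vehicle and 100% = uninduced wells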
H1N1 NS1A inhibition: H1N1 influenza NS1A inhibitors, functional cell based assay (AID 504329); NS1A functional cell-based assay, percent inhibition; higher % means a stronger effect; inhibition, % at 12.5 µM, or IC50 in µM where a hit was titrated; hit rate 0.3% among 340,000; in the data active means a potency from the dose series; inconclusive means inhibition above about 27% without an active follow-up result; further: strong numbers were not always called active
inhibitors of VEEV 10K pilot screen: recorded beside inhibitors of VEEV, whose call it bears; inhibition, %; measured here: 10K pilot screen inhibition
Starred values were filed as active, the others as inactive; i = inactive; ? = inconclusive; / = no result given.

SMILES	H37Rv inhibition	inhibitors of VEEV	tuberculosis growth	Salmonella PhoP GFP	H1N1 NS1A inhibition	others
Cc1ccc(NC(=O)CN2C(=O)COc3ccc(S(=O)(=O)N4CCCC4)cc32)c(C)c1	-5%	i	-2%	7%	-7%
CNC(=O)/C(C#N)=c1\s/c(=C/C(=O)OC)c(=O)n1-c1ccccc1	8%	6.0%	2%	-5%	-3%
CCOC(=O)c1sc(NC(=O)CN2C(=O)NC3(CC(C)CC(C)(C)C3)C2=O)c(C(=O)OCC)c1C (stereo not drawn)	6%	1.6%	0%	-5%	3%
O=C(O)CCCn1cc(NC(=O)COc2ccc(F)cc2F)cn1	-4%	0.8%	-10%	-1%	-8%
COc1ccc(NC(=O)c2cc(-c3ccc(C)o3)nc3ccccc23)c(OC)c1	3%	10%	4%	-1%	/
O=C1C=C(c2ccc3[nH]ccc3c2)C[C@@H](c2ccc(Cl)cc2)C1	75µM*	2.8%	17%	/	7%
O=C(CSc1ncnc2c1oc1ccccc12)c1cccs1	-6%	3.0%	9%	1%	-7%
Cc1cccc(C)c1NCc1n[nH]c(=S)n1-c1ccccc1	2%	1.8%	-4%	-5%	0%
Cc1cc(C#N)c(C)c(SCc2[nH]nc3c2C(c2ccccc2)C(C#N)=C(N)O3)n1 (stereo not drawn)	-8%	1.4%	15%	-8%	0%
O=C(COC(=O)CSc1nnc(-c2ccc(Cl)cc2)o1)NCc1ccc2c(c1)OCO2	30%	2.8%	-3%	16%	-2%
CC(=O)N[C@@H](CC(=O)N[C@H](CCC(=O)O)C(=O)O)C(=O)O	-2%	i	-12%	-15%	2%
CC1CCN(C(=S)c2ccc3c(c2)OCO3)CC1	-1%	1.3%	11%	-7%	-4%
O=c1nc(Nc2ccc([N+](=O)[O-])cc2)[nH]c(=O)[nH]1	-2%	2.1%	-8%	-2%	-10%
CCOc1ccc2nc(N3CCCN(C(=O)Nc4ccccc4C)CC3)c(C#N)cc2c1	18%	i	14%	-4%	-9%
Cc1ccc(SCCNC(=O)C(CO)(CO)CO)cc1	-12%	0.1%	3%	4%	-5%
CC(=O)c1ccc(OCCCC(=O)NC2CCC(C)CC2)cc1 (stereo not drawn)	12%	0.8%	77%	6%	-3%
CCC1=Nc2cc(C(=O)NCc3ccco3)ccc2Sc2ccc(Cl)cc21	-7%	6.2%	33%	-5%	-5%
O=C(CCC1CCCCC1)NCc1cccs1	7%	i	0.27µM*	8%	0%
O=C(O)c1cc(/C=C/c2ccc(N3CCOCC3)cc2)nc2ccccc12	-2%	1.0%	7%	-1%	-5%
OCCN(Cc1ccccc1)Cc1ncccc1O	/	3.1%	/	/	-16%
COCCNc1ncnc2c1cnn2-c1ccc(Cl)cc1	16%	2.1%	20%	-2%	-1%
CC12CCC(C(=O)NCCCn3ccnc3)(OC1=O)C2(C)C (stereo not drawn)	10%	0.7%	7%	-4%	-2%
Cc1cccc(N2CCN(S(=O)(=O)c3ccc4[nH]c(=O)c(=O)[nH]c4c3)CC2C)c1 (stereo not drawn)	4%	/	18%	-14%	/
O=C(CN1C(=O)C2CC=CCC2C1=O)Nc1ccc(S(=O)(=O)Nc2ncccn2)cc1 (stereo not drawn)	-3%	i	0%	3%	-1%
COC(=O)C(O)(c1ccc(NC(=O)NC2CCCCC2)cc1)C(F)(F)F (stereo not drawn)	0%	3.9%	-9%	5%	-4%
CCCc1[nH]n(-c2ccc(F)cc2)c(=O)c1C=Nc1ccc(C)cc1	0%	0.4%	23%	-7%	2%
Cc1[nH]c2ccc(F)cc2c1CCN(Cc1ccncc1)C(=S)Nc1ccc(F)cc1	-14%	9.3%	/	4%	5%
Cc1ccccc1CC(=O)Nc1cccc(S(=O)(=O)N2CCCC2)c1	5%	3.5%	64%	/	-8%
CC(=O)NS(=O)(=O)c1ccc(NC(=O)/C=C/c2ccco2)cc1	9%	0.6%	3%	-4%	-5%
COc1cc(C(=O)Nn2c(CC(C)C)nc3ccccc3c2=O)cc(OC)c1OC	-5%	1.3%	-11%	-2%	-4%
COc1cc(C(=O)Nc2sc3c(c2C(=O)NCc2ccco2)CCCC3)cc(OC)c1OC	1%	8.1%	4%	0%	1%
Cc1nc(-c2noc(-c3ccccc3Cl)n2)c(C(F)(F)F)o1	3%	1.7%	9%	-1%	-26%
CCC(C)(C)n1nnnc1C(C(C)C)N(CCN1CCOCC1)Cc1cc2cccc(C)c2[nH]c1=O (stereo not drawn)	-4%	4.7%	56%	-7%	0%	inhibitors of VEEV 10K pilot screen=0.2
O=C(Cc1ccccc1)Nn1c(O)c(/C=C2\C=Nc3ccccc32)sc1=S	5%	13%	3%	-15%	-11%
Nc1nc(-c2ccccn2)nc(N)c1Cc1ccc(Cl)cc1Cl	?	5.9%	72%	-4%	5.1µM*
O=C(c1ccc(Br)o1)N1CCN(c2ccc3nnc(-c4ccc(F)cc4)n3n2)CC1	-10%	11%	-18%	-4%	5%
CC(=O)Oc1ccc2c3c(c(=O)oc2c1)CCCC3	3%	0.9%	12%	-2%	-27%
Cc1nc(SCC(=O)N2CCc3ccccc32)n[nH]1	1%	1.8%	-16%	5%	7%
Cc1ccc(NC(=O)C(C)N=C2NS(=O)(=O)c3ccccc32)cc1 (stereo not drawn)	0%	1.0%	2%	3%	4%
CC(=O)N1c2ccc(S(=O)(=O)NCC3CCC(C(=O)N4CC(C)CC(C)C4)CC3)cc2CC1C (stereo not drawn)	-5%	1.0%	17%	2%	6%
CCCCC(=O)N1CCN(c2nc3ccc(OCC)cc3s2)CC1	25%	1.0%	70%	-7%	-3%
Cn1cc(CNCc2cnc3ccccn23)c(-c2ccc(Oc3ccccc3)cc2)n1	10%	0.3%	79%	-7%	-1%
Cc1cc(C)nc(N/N=C/c2ccccc2OCc2ccccc2)n1	3%	0.7%	10%	-1%	7%
O=C(NC(Nc1nc2ccc([N+](=O)[O-])cc2s1)(C(F)(F)F)C(F)(F)F)c1ccccc1Cl	?	13%	?	-4%	10%
O=C(Cc1ccccc1F)Nc1ccc2c(c1)CCC2	-2%	i	23%	7%	4%
O=S(=O)(c1cccc(C(F)(F)F)c1)N1CCN(CC(O)COCc2ccccc2)CC1 (stereo not drawn)	1%	2.1%	8%	/	3%
CC1(C)CN=C(NCc2ccccc2)S1	-1%	0.1%	-14%	6%	-10%
CCn1c(SCC(=O)NC2CCCC2)nnc1C(C)C	-5%	1.5%	-8%	-12%	-9%
CCN1C(=O)N(CC)C(=O)C2(Cc3ccccc3N3CCN(c4ccccc4)CC32)C1=O (stereo not drawn)	-12%	i	17%	2%	/
CCc1ccc(NC(=O)c2nc(S(=O)(=O)Cc3ccccc3)ncc2Cl)cc1	0%	13%	1%	-2%	-4%
Cc1ccc2c(CN(C)Cc3ccc(Cl)cc3Cl)cc(=O)oc2c1	7%	i	22%	-8%	5%
COc1cc(NC(=O)COC(=O)CCc2nc3ccccc3c(=O)[nH]2)cc(OC)c1	1%	3.9%	-4%	/	-6%
COc1ccc(C/C(=N\OC(C)=O)c2ccc(OC)cc2)cc1	1%	0.5%	-6%	-4%	-9%
COc1nc(NCCN2CCOCC2)nc(Nc2ccc([N+](=O)[O-])cc2)n1	/	2.4%	/	-4%	2%
COc1ccc(CCNC(=S)NCCc2c[nH]c3ccccc23)cc1	2%	2.2%	?	-4%	13%
CCn1c(C)nc2cc(C(=O)NNC(=O)Nc3ccc(Cl)c(Cl)c3)ccc21	2%	/	-9%	12%	/
Cc1ccc(N(C(=O)Cn2nnc(-c3ccc(F)cc3)n2)C(CC(C)C)C(=O)NCC2CCCO2)cc1 (stereo not drawn)	3%	1.2%	20%	8%	-7%
O=C1NC2=C(C(=O)CCC2)C(c2ccc(OC(F)F)cc2)N1 (stereo not drawn)	-5%	0.1%	0%	6%	15%
NC(=O)c1ccsc1NC(=O)c1ccc(S(=O)(=O)N2CCCCC2)cc1	3%	8.0%	/	-15%	-3%
O=C(Cn1nnc(-c2cccc(C(F)(F)F)c2)n1)NC1CCCC1	3%	0.2%	0%	11%	-8%

In the list so far, 5 have a thiophene ring, fused or not.
SMILES	H37Rv inhibition	inhibitors of VEEV	tuberculosis growth	Salmonella PhoP GFP	H1N1 NS1A inhibition	others
CCOC(=O)c1sc(NC(=O)CN2C(=O)NC3(CC(C)CC(C)(C)C3)C2=O)c(C(=O)OCC)c1C (stereo not drawn)	6%	1.6%	0%	-5%	3%
O=C(CSc1ncnc2c1oc1ccccc12)c1cccs1	-6%	3.0%	9%	1%	-7%
O=C(CCC1CCCCC1)NCc1cccs1	7%	i	0.27µM*	8%	0%
COc1cc(C(=O)Nc2sc3c(c2C(=O)NCc2ccco2)CCCC3)cc(OC)c1OC	1%	8.1%	4%	0%	1%
NC(=O)c1ccsc1NC(=O)c1ccc(S(=O)(=O)N2CCCCC2)cc1	3%	8.0%	/	-15%	-3%

Continuation.
SMILES	H37Rv inhibition	inhibitors of VEEV	tuberculosis growth	Salmonella PhoP GFP	H1N1 NS1A inhibition	others
CC(C)Oc1ccc(C(=O)Nc2cc(S(=O)(=O)N3CCOCC3)ccc2N2CCOCC2)cc1	/	8.1%	/	/	-8%
COc1cccc(CN2CCc3ccc(NC(=O)CCc4ccc(C)cc4)cc3C2)c1O	2%	4.0%	13%	-1%	3%
O=C(Nc1c(Cl)cccc1Cl)C1CCC1	-5%	i	3%	5%	15%
CC(C)(C)NS(=O)(=O)c1ccc2nc(NC(=O)Cc3cccs3)sc2c1	5%	11%	11%	7%	-5%
Cn1ccnc1C1CCCCN1Cc1nc(-c2ccc3c(c2)OCO3)no1 (stereo not drawn)	-5%	0.1%	18%	-9%	1%
COc1cccc(-c2nn(-c3ccc(C)cc3)cc2C(=O)N2CCc3cc(OC)c(OC)cc3C2)c1	66%	4.8%	17%	-5%	-1%
COc1cc2c(cc1OC)C(C)=NC1(CCCCC1)C2	-4%	0.7%	3%	11%	-24%
CN(CC(=O)Nc1ccc(F)cc1)C(=O)COc1ccc([N+](=O)[O-])cc1Cl	7%	1.3%	75%	-13%	-25%
COc1cc(-c2nnc(-c3ccc(S(=O)(=O)c4ccccc4)cc3)o2)cc(OC)c1OC	/	10%	/	/	-12%
CCN1CCN(S(=O)(=O)c2ccc(OC)c3ccccc23)CC1	-7%	0.3%	-6%	4%	2%
Cc1nnc(-c2ccccc2)c[n+]1[O-]	9%	2.3%	5%	-3%	-5%
Cc1cc(C)n2nc(C(=O)Nc3ccc(S(=O)(=O)N4CCCCC4)cc3)nc2n1	2%	1.1%	-6%	2%	-2%
CC(C)(C)NC(=O)NC(=O)COC(=O)c1cccc(NS(=O)(=O)c2ccc(F)c(F)c2)c1	6%	10%	17%	-2%	-3%
COc1ccc(/C=C/C(=O)c2ccc([N+](=O)[O-])o2)cc1	?	1.6%	?	5%	-13%
O=C(O)c1cccc(Cn2c(Cl)c(/C=N/NC(=O)c3ccco3)sc2=O)c1	-7%	0.5%	26%	-2%	6%
O=C(Cn1cccc1)N1CCN(C(c2ccccc2)c2ccccc2)CC1	0%	i	22%	2%	3%
Cc1ccc(Nc2nc(C)nc3c2oc2ccccc23)cc1	11%	i	25%	1%	-10%
CCOC(=O)N1CCN(C(=O)CSc2ccc3nnc(CCNC(=O)c4ccccc4)n3n2)CC1	-4%	0.5%	-8%	4%	-8%
CC(=O)c1cc2c(C)c(C(=O)c3ccccc3)oc2cc1O	5%	8.7%	-1%	-3%	0%
Cc1nc2ccccc2n1CC(O)Cn1c2ccccc2c2ccccc21 (stereo not drawn)	0%	i	43%	-7%	-12%
CCCCC(=O)NC(=S)NNC(=O)c1ccc(Cl)cc1Cl	/	1.4%	/	/	12%
COc1ccc(C(=O)N2CCC(C(=O)Nc3ccc4c(c3)OCCO4)CC2)cc1	-4%	2.0%	3%	-7%	6%
O=C(Nc1cccc(NC(=O)C2CC2)n1)C1CC1	0%	0.5%	0%	4%	2%
Cc1nnc(N/N=C/c2ccco2)n1N	-5%	2.0%	20%	3%	3%
COc1ccccc1/C=N/NC(=O)c1ccc(Br)cc1	2%	1.0%	71%	4%	7%
CS(=O)(=O)NCCSCc1c(F)cccc1Cl	-4%	0.4%	-6%	1%	-6%
COc1cc(O)c(C(CCN2CCN(c3ccccc3)CC2)c2ccc3c(c2)OCO3)c(OC)c1 (stereo not drawn)	?	i	45%	3%	19%
